Compound activity deposited in PubChem by several laboratories.
Bim-Bcl-XL: inhibitors of Bim-Bcl-XL interaction, human. hit rate 0.04% among 190,000. Q07817. inhibition, % at 10 µM. Bim peptide-Bcl-XL binding, bead flow cytometry, fluorescence
Bim-Bfl-1: disrupts Bim binding to human Bfl-1; hit rate 0.12% among 190,000; Q16548; Bead-based flow cytometry, Bim-Bfl-1 binding inhibition; AID 1008; inhibition, % at 10 µM;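 note: 0% = wells without compound plus tracer and 100% = blocker peptide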
RGS7-Gao reg: human RGS7-Galphao interaction regulation. AID 1439. P09471. hit rate 0.35% among 220,000. binding response (% of control), % at 10 µM. Multiplexed bead flow cytometry, RGS7-Galphao binding; actives lie on both sides; in the data active = binding response below about 49% or above about 150%; inconclusive = no clear call, values can overlap the other calls; inactive = in between;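 note: fluorescent Galphao held in activated GDP-AlF4 state binding bead-coupled RGS7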
RGS8-Gao: modulates binding of RGS8 to human Galphao; hit rate 0.34% among 220,000; P09471; multiplexed bead flow cytometry; actives lie on both sides; response (percent of control binding), % at 10 µM; AID 1423; in the data active = response below about 60% or above about 140%; inactive = in between;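 note: Galphao activated as the GDP aluminium fluoride complex binding bead-coupled RGS8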
Bim-Bcl-B: human Bim-Bcl-B interaction inhibition; hit rate 0.073% among 190,000; bead-based flow cytometry, Bim peptide-Bcl-B binding; inhibition, % at 10 µM; AID 951;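 note: 0% = tracer peptide without compound and 100% = reference inhibitor peptide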
Target sequence (Q9HD36 whole entry, looked up): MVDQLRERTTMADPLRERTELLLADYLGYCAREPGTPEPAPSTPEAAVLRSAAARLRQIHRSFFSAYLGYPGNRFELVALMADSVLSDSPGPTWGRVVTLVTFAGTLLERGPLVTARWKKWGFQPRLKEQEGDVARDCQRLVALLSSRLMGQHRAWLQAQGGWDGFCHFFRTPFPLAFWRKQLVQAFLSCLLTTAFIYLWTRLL
Mcl1 Bid PPI: disrupts binding of human Mcl-1 to Bid peptide; Q07820; TR-FRET Mcl-1/Bid-Dy647 peptide binding, 1536-well; inhibition, % at 21.7 µM; hit rate 0.97% among 220,000;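 active = compounds that cut the binding signal by more than half at the single screening dose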;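 note: His-tagged Mcl-1 with europium anti-His antibody binding Bid BH3 peptide; 0% = Mcl-1 plus peptide wells and 100% = peptide-only wells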
Target sequence (Q07820 whole entry, looked up): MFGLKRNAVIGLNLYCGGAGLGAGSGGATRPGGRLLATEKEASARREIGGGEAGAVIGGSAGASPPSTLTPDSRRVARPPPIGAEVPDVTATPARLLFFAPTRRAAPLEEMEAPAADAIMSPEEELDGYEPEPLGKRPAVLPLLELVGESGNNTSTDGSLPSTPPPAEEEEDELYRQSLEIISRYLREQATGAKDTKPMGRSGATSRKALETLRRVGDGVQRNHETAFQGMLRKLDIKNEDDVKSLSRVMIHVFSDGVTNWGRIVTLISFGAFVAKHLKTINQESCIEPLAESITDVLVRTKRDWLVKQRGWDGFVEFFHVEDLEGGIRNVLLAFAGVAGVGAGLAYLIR
Bcl-W Bim block: human Bim-Bcl-W interaction inhibition; hit rate 0.02% among 190,000; bead-based flow cytometry, Bim peptide-Bcl-W binding; AID 952; inhibition, % at 10 µM;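 note: 0% = bound tracer without compound and 100% = peptide blocker; higher means less fluorescent Bim peptide bound to Bcl-W beads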
Target sequence (Q92843 whole entry, looked up): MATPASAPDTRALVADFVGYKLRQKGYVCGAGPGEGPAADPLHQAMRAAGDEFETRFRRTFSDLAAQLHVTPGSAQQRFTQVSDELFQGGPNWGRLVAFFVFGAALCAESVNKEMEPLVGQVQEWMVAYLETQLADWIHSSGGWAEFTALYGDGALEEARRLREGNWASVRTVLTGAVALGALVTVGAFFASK
Bim-Mcl-1: inhibitors of Bim-Mcl-1 interaction, human | Q07820 | Bead-based flow cytometry, Bim peptide-Mcl-1 binding | inhibition, % at 10 µM | hit rate 0.1% among 190,000 | AID 1009;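 note: 0% = no compound tracer wells and 100% = peptide blocker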
Bcl-2 Bim block: human Bim-Bcl-2 interaction inhibition; hit rate 0.06% among 190,000; P10415; inhibition, % at 10 µM; Bead-based flow cytometry, Bim peptide-Bcl-2 binding; in the data active = inhibition above about 40%; inconclusive = no clear call, values can overlap the other calls;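 note: 0% = no compound wells with probe peptide and 100% = reference peptide inhibitor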
Target sequence (P10415 whole entry, looked up): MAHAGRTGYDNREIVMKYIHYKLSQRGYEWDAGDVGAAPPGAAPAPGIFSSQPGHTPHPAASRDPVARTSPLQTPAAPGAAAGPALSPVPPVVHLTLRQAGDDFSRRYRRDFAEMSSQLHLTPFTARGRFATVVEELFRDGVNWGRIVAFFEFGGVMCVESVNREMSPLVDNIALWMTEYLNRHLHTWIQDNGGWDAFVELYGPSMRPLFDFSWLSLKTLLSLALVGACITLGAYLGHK
RGS4-Gao reg: modulates binding of RGS4 to human Galphao; Multiplexed bead flow cytometry; actives lie on both sides; hit rate 0.33% among 220,000; binding response (% of control), % at 10 µM; AID 1415; P09471; in the data active = binding response below about 49% or above about 150%; inactive = in between;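 note: fluorescent Galphao activated with aluminum fluoride binding bead-coupled RGS4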
Mcl1 Noxa PPI: Mcl-1/Noxa interaction inhibition; Q07820; TR-FRET Mcl-1/Noxa peptide binding, 2 h; inhibition, % at 21.7 µM; hit rate 1.5% among 220,000;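 active = compounds that cut the protein-peptide binding signal by more than 50% relative to plate controls in a single-dose test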;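 note: His-tagged Mcl-1 with rhodamine Noxa BH3 peptide and terbium anti-His antibody; 0% = Mcl-1 plus Noxa peptide wells and 100% = peptide-only wells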
The depositor's hits bear a star; ? = inconclusive; / = no result given. Cut-off read from the data, not from the text of the source, unless noted: active = inhibition above about 40%.

SMILES	Bim-Bcl-XL	Bim-Bfl-1	RGS7-Gao reg	RGS8-Gao	Bim-Bcl-B	Mcl1 Bid PPI	Bcl-W Bim block	Bim-Mcl-1	Bcl-2 Bim block	RGS4-Gao reg	Mcl1 Noxa PPI
N#Cc1cc([N+](=O)[O-])ccc1NC(=O)COC(=O)CC1CCCC1	/	/	?	97	/	-9	/	/	/	96	-6
CCOc1cc(S(=O)(=O)N2CCC(c3nc4ccccc4s3)CC2)c(OCC)cc1S(=O)(=O)N1CCCCC1	-13	-14	90	93	-4	-12	-2	0	-8	92	/
Cc1noc(C)c1CSc1nnc(-c2ccccc2)n1Cc1ccco1	1	-11	98	100	-7	-57	2	-5	-6	104	-2
O=C(CSc1nnc(NC(=O)c2ccco2)s1)Nc1ccc(F)cc1	0	-3	103	99	-3	-8	0	10	-2	103	-1
COc1cc(OC)c2c(C)cc(=O)oc2c1C(CCN1CCOCC1)c1ccc(N(C)C)cc1 (centres undefined)	/	/	?	93	/	-94	/	/	/	94	22
O=C(NCc1ccco1)c1ccccc1NC(=O)C1CC(=O)N(c2ccc(Cl)cc2)C1 (centres undefined)	-1	0	97	99	1	-11	1	-1	-1	100	4
CC1(N2CCOCC2)C(=O)c2ccccc2C1=O	18	11	104	103	9	5	13	11	4	100	16
O=C(Cn1c(=O)oc2ccccc21)Nc1ccccc1N1CCOCC1	4	-5	101	89	1	-8	2	2	0	98	17
Cc1cc2ccccc2c(=O)n1CC(=O)N1CCN(c2cccc(Cl)c2)CC1	-3	-14	102	101	-6	-2	0	0	-6	100	16
CC(C)C(OC(=O)c1ccco1)C(=O)NCc1ccco1 (centres undefined)	-7	-16	99	100	-9	-53	-3	-4	-2	98	-12
O=C(c1cccc(N2C(=O)C3C4C=CC(C4)C3C2=O)c1)N1CCN(c2ccccc2)CC1 (centres undefined)	-4	-5	103	103	-5	-19	-3	-3	-1	101	30
CC(O)[C@@H](C(=O)N1CCNCC1)n1cc(CCCCN)nn1 (some centres undefined)	1	-3	97	98	-6	12	0	2	0	97	12

The last 2 compounds of the section before lead into the next:
SMILES	Bim-Bcl-XL	Bim-Bfl-1	RGS7-Gao reg	RGS8-Gao	Bim-Bcl-B	Mcl1 Bid PPI	Bcl-W Bim block	Bim-Mcl-1	Bcl-2 Bim block	RGS4-Gao reg	Mcl1 Noxa PPI
O=C(c1cccc(N2C(=O)C3C4C=CC(C4)C3C2=O)c1)N1CCN(c2ccccc2)CC1 (centres undefined)	-4	-5	103	103	-5	-19	-3	-3	-1	101	30
CC(O)[C@@H](C(=O)N1CCNCC1)n1cc(CCCCN)nn1 (some centres undefined)	1	-3	97	98	-6	12	0	2	0	97	12
O=C(COC(=O)Cn1cnc2ccccc21)NCCC1=CCCCC1	-14	-9	106	103	-3	-58	3	14	-2	104	14
COc1ccc(C2c3sc(=O)[nH]c3SC3C(=O)N(c4ccccc4)C(=O)C32)cc1 (centres undefined)	-4	-8	97	99	-9	-11	0	0	-7	99	7
CCOC(=O)c1ccc(N2C(=O)c3n[nH]c(C)c3C2c2ccc(O)cc2)cc1 (centres undefined)	0	-11	96	99	-4	-47	6	0	-1	96	-6
CN(C)/C=N/c1c(C#N)cnn1C	0	4	100	101	-1	3	-1	0	-1	99	9
COC(=O)c1ccccc1NC(=S)NC(=O)c1ccccc1	-11	-15	106	104	-9	-17	0	-2	-13	102	/
FC(F)Oc1ccc(-n2cc(-c3ccccc3)[n+]3c2CCCCC3)cc1	/	/	?	103	/	2	/	/	/	107	20
CCCn1c(S(=O)(=O)O)nc2ccccc21	/	/	?	101	/	12	/	/	/	102	12
C#CCn1c(=NC(=O)CN2C(=O)CCC2=O)sc2cc(S(N)(=O)=O)ccc21	-4	-1	102	103	-7	-13	-2	-5	0	102	26
COc1ccccc1N=C1SC(C)CN1C(=O)C1CCC1 (centres undefined)	4	-9	102	103	-6	3	1	0	-6	96	-18
CS(=O)(=O)N(CC(=O)N1CCc2ccccc2C1)Cc1ccc(Cl)cc1	-3	-10	97	102	-9	-8	0	-1	-14	100	1
O/N=C1/C2C3C(Br)C4C5CC(C1C53)C24 (centres undefined)	-5	0	99	100	-4	-1	-2	-3	3	100	24
CCOC(=O)c1cc(OC(=O)c2ccccc2Br)n(-c2ccccc2)n1	-1	-9	89	95	-3	12	4	3	-6	97	22
CC(C)c1cc(CN2CCN(C3CCCC3)C(CCO)C2)[nH]n1 (centres undefined)	0	1	99	98	3	-3	0	0	2	98	15
CC(=O)c1cc(-c2ccc(F)cc2)n(CCC(=O)NC(C)(C)C)c1C	-1	-6	103	103	-3	-27	-4	-3	-1	103	1
Cc1csc(N2CCc3ccccc32)n1	0	-1	102	98	-1	-36	1	0	0	100	-3
COc1ccc(S(=O)(=O)CCc2nnc(NC(=O)c3cccs3)s2)cc1	12	6	92	83	6	-20	0	2	6	79	8
CC1Cc2ccccc2N1C(=O)Cc1cccs1 (centres undefined)	-4	-9	102	101	-9	-1	0	0	-3	101	8
O=C(CSc1ccc2nnc(-c3ccccn3)n2n1)NCc1ccc2c(c1)OCO2	-4	-11	106	99	-7	-16	0	-3	-12	102	9
CN(C)S(=O)(=O)c1cccc(NC(=O)CCNC(=O)c2ccccc2Cl)c1	-4	-6	98	101	-7	-10	-2	-1	-7	101	1
O=C(CSc1nnc2ccccn12)NNC(=O)c1ccc(F)cc1	2	7	?	101	6	17	1	2	2	103	5
Cc1nn(C2CCS(=O)(=O)C2)c(Cl)c1/C=C/C(=O)OCC(=O)N(C)C (centres undefined)	0	4	103	100	1	10	-2	0	-1	100	4
Cn1c(SCC(=O)N2CCN(c3ccccc3)CC2)nnc1-c1c[nH]c2ccccc12	-5	0	100	96	-9	-38	-2	-5	-3	98	-24
CC(C)CNC(=O)c1cc(-c2ccc(Cl)c(Cl)c2)on1	-4	-10	101	100	-10	-8	0	-2	-10	100	16
COc1cc2c(cc1OC)-c1nnc(-c3ccco3)n1C1(CCCC1)C2	/	/	101	108	/	2	/	/	?	106	8
O=C(c1cc2c(s1)CCCC2)N1CCN(c2ccccc2)CC1	0	-2	94	100	1	-42	-2	1	0	99	9
Cc1ccccc1Cn1cc(NC(=O)c2cc(-c3ccco3)on2)cn1	-1	3	89	98	-1	-52	1	-2	-2	99	0
COc1ccc(/C=N/NC(=O)c2ccc(C)cc2)cc1CN1CCN(c2ccc(F)cc2)CC1	-3	-5	98	98	-5	-53	0	-1	-4	102	12
COc1ccc2cc3cc(C(=O)NCc4cccnc4)oc3nc2c1	0	0	100	107	0	-2	0	2	2	102	18
CCNC(=O)NC(=O)CSc1cccc(C(F)(F)F)c1	-10	-10	101	100	-6	-17	3	-2	-5	97	-9
CCCc1cc(=O)[nH]c(Nc2ccc(OC)c(Cl)c2)n1	-4	-12	107	103	-3	-39	4	-1	-11	102	20
COc1ccc(/C=N/NC(=O)c2ccco2)cc1OCc1ccccc1	/	/	?	100	/	-2	/	/	/	97	4
O=C(/C=C/c1ccc(S(=O)(=O)N2CCOCC2)cc1)NCc1ccccc1Cl	-6	-7	103	106	-6	-25	-3	-3	-3	105	0
c1cnc2c(OCc3nc4ccccc4[nH]3)cccc2c1	-9	-6	105	104	-7	8	0	2	-9	103	19
CCCCCSc1nc(C)c(CC(=O)O)c(=O)[nH]1	-4	-17	105	101	-7	7	1	-2	-8	101	-11
O=C(CCNC(=O)c1ccc(Br)o1)NCc1ccccn1	20	25	100	103	-17	-73	19	30	15	99	-33
COc1cccc(NC(=O)CSc2nc3ccccc3c(=O)n2CCCC(=O)NCCCN2CCOCC2)c1	-3	-3	103	102	-6	-10	1	0	-1	98	0

13 compounds out of the list, sorted by molecular weight, descending.
SMILES	Bim-Bcl-XL	Bim-Bfl-1	RGS7-Gao reg	RGS8-Gao	Bim-Bcl-B	Mcl1 Bid PPI	Bcl-W Bim block	Bim-Mcl-1	Bcl-2 Bim block	RGS4-Gao reg	Mcl1 Noxa PPI
O=C(NCc1ccco1)c1ccccc1NC(=O)C1CC(=O)N(c2ccc(Cl)cc2)C1 (centres undefined)	-1	0	97	99	1	-11	1	-1	-1	100	4
O=C(/C=C/c1ccc(S(=O)(=O)N2CCOCC2)cc1)NCc1ccccc1Cl	-6	-7	103	106	-6	-25	-3	-3	-3	105	0
CN(C)S(=O)(=O)c1cccc(NC(=O)CCNC(=O)c2ccccc2Cl)c1	-4	-6	98	101	-7	-10	-2	-1	-7	101	1
CCOC(=O)c1ccc(N2C(=O)c3n[nH]c(C)c3C2c2ccc(O)cc2)cc1 (centres undefined)	0	-11	96	99	-4	-47	6	0	-1	96	-6
Cc1noc(C)c1CSc1nnc(-c2ccccc2)n1Cc1ccco1	1	-11	98	100	-7	-57	2	-5	-6	104	-2
COc1ccc(/C=N/NC(=O)c2ccco2)cc1OCc1ccccc1	/	/	?	100	/	-2	/	/	/	97	4
Cc1ccccc1Cn1cc(NC(=O)c2cc(-c3ccco3)on2)cn1	-1	3	89	98	-1	-52	1	-2	-2	99	0
COc1ccc2cc3cc(C(=O)NCc4cccnc4)oc3nc2c1	0	0	100	107	0	-2	0	2	2	102	18
O=C(c1cc2c(s1)CCCC2)N1CCN(c2ccccc2)CC1	0	-2	94	100	1	-42	-2	1	0	99	9
COC(=O)c1ccccc1NC(=S)NC(=O)c1ccccc1	-11	-15	106	104	-9	-17	0	-2	-13	102	/
COc1ccccc1N=C1SC(C)CN1C(=O)C1CCC1 (centres undefined)	4	-9	102	103	-6	3	1	0	-6	96	-18
CCCc1cc(=O)[nH]c(Nc2ccc(OC)c(Cl)c2)n1	-4	-12	107	103	-3	-39	4	-1	-11	102	20
CCCCCSc1nc(C)c(CC(=O)O)c(=O)[nH]1	-4	-17	105	101	-7	7	1	-2	-8	101	-11

Next section
SMILES	Bim-Bcl-XL	Bim-Bfl-1	RGS7-Gao reg	RGS8-Gao	Bim-Bcl-B	Mcl1 Bid PPI	Bcl-W Bim block	Bim-Mcl-1	Bcl-2 Bim block	RGS4-Gao reg	Mcl1 Noxa PPI
CCCc1n[nH]c2c1/C(=N/O)CC(c1ccccc1)C2 (centres undefined)	-1	-3	101	99	-5	-5	0	-5	2	102	19
O=C(NCCc1ccccc1)c1nc2c(nnn2Cc2ccccc2Cl)c(=O)[nH]1	-11	-24	99	101	-9	-29	-3	-6	-12	100	-43
OCCC1CN(Cc2nc(-c3ccccc3)cs2)CCN1Cc1ccc(F)cc1 (centres undefined)	0	-3	108	99	-2	-56	1	7	-2	101	15
O=C(Nc1ccccn1)c1csc2c1CCCC2	3	2	102	90	-1	0	3	3	1	98	12
COc1ccc(/C=C/C(=O)OC2CCCN(C)C2)cc1 (centres undefined)	-4	-5	93	99	-8	-24	-1	-3	-4	99	17
